Source: PubChem (several laboratories)
Mtb RmlCD inh: blocks M. tuberculosis RmlC and RmlD coupled enzymes; P9WH09+P9WH11; RmlC+RmlD coupled enzyme assay, percent inhibition; primary screen in compound mixtures; inhibition, % at 3.6 µM; 160,000 tested, 0.03% active; in the data active = inhibition mostly above about 34%, no sharp cut-off; note: some results filed as inactive read as strong as hits
Target sequence (P9WH09 whole entry, looked up): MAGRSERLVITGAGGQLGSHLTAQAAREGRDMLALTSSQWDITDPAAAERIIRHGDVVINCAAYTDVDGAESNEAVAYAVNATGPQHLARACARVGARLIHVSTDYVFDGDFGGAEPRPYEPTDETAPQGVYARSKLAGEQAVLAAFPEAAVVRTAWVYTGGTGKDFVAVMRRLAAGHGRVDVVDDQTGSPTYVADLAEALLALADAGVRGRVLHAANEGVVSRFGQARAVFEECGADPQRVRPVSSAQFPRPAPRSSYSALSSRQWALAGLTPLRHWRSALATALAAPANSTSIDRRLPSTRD
Target sequence (P9WH11 whole entry, looked up): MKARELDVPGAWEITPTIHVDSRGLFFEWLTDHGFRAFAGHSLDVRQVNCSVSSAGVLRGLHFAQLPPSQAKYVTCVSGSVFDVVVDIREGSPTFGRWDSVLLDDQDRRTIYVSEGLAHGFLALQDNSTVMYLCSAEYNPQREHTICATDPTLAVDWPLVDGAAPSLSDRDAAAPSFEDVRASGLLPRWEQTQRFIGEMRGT
GlmU inhibition: inhibition of mycobacterial GlmU enzyme – biochemical, glucosamine-1-phosphate acetyltransferase (AID 1376). 220,000 tested, 0.25% active. M. tuberculosis GlmU acetyltransferase enzyme assay; higher % means a stronger effect. inhibition, %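 (tested at 30 µM in the primary screen)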, or IC50 in µM where a hit was titrated; in the data active = inhibition above about 13%;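 note: 0% = complete reaction with vehicle and 100% = reaction without substrate; strong numbers were not always called active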
* hit, by the source's call; / = no result given.

#	compound	Mtb RmlCD inh	GlmU inhibition
1	CCCCn1c2ccccc2c2cc(CC(N)=O)ccc21	/	-5.8%
2	COc1cc(/C=N/Nc2nc(C)cc(=O)[nH]2)ccc1OC(=O)c1cccnc1	4	7.3%
3	Brc1ccc(NC2=Nc3ccccc3CC2)cc1	/	0.2%
4	Cc1nc(C)c(C(=O)NCc2ccccc2Cl)o1	0	3.2%
5	COc1ccc(C(C)=O)c(OC(=O)c2ccc(OC)c(OC)c2)c1	/	-5.1%
6	O=C(N/N=C/c1cn(-c2ccccc2)nc1-c1cccs1)c1ccncc1	4	0.0%
7	O=C(Oc1ccc(OC(=O)c2ccco2)c(S(=O)(=O)c2ccc(Br)cc2)c1)c1ccco1	10	11%
8	CS(=O)(=O)NN1C(=O)c2ccccc2NC1c1c[nH]c2ccccc12 (stereo not given)	13	-8.7%
9	c1ccc(-c2nnc(-c3ccncc3)nc2-c2ccccc2)cc1	-7	-2.5%
10	NS(=O)(=O)c1ccc(Nc2nc3ccccc3nc2NS(=O)(=O)c2cccc([N+](=O)[O-])c2)cc1	1	6.3%
11	CCOC(=O)c1ccc(NC(=O)Nc2ccc3c(c2)OCCO3)cc1	/	3.6%
12	COc1cccc(CCc2nnc(CCC(=O)NC(C)Cc3cccs3)o2)c1 (stereo not given)	/	-8.3%
13	O=C1CN(C(=O)COC(=O)CNC(=O)c2ccccc2)c2ccccc2N1	2	2.4%
14	CC1Cc2ccccc2N1C(=O)COC(=O)c1ccc(Br)o1 (stereo not given)	/	-7.1%
15	Cn1c(=O)oc2cc(S(=O)(=O)N3CCCC(C(=O)NC4CCCc5ccccc54)C3)ccc21 (stereo not given)	10	2.4%
16	CC(C)CC(C(=O)Nc1oc(-c2ccccc2)c(-c2ccccc2)c1C#N)N1C(=O)c2ccccc2C1=O (stereo not given)	/	5.0%
17	COc1ccccc1C1CC(c2ccccc2)=NN1S(=O)(=O)c1ccccc1 (stereo not given)	-2	-0.8%
18	Cn1c(NC(=O)c2ccco2)c(-c2ccc(Cl)cc2)c(=O)c2ccccc21	/	3.1%
19	S=C(NCc1ccco1)Nc1ccccc1	6	2.2%
20	C/C(Nc1ccccc1C(F)(F)F)=C1/CCOC1=O	-12	1.1%
21	O=C(c1ccsc1)N1CCN(C(=O)c2cccs2)CC1	3	-6.1%
22	Cc1nc(N(C)C)c2sc(=S)n(-c3ccccc3)c2n1	3	0.6%
23	O=C1NC(=S)N/C1=C/c1ccc(Oc2ccc(C(F)(F)F)cc2[N+](=O)[O-])c(Cl)c1	15	-0.4%
24	COC(=O)Cc1csc(/N=C/c2c(O)n(-c3cccc(C(F)(F)F)c3)c(=O)c3ccccc23)n1	/	-2.0%
25	COc1ccc(-c2csc(Cc3nnc(N4CCOCC4)n3-c3ccccc3)n2)cc1OC	-2	4.3%
26	O=C(C[n+]1cc(-c2ccc(F)cc2)n2c1CCC2)N1c2ccccc2Sc2ccccc21	-9	1.8%
27	COc1ccc(NC(=O)c2coc3ccccc23)cc1OC	/	-5.8%
28	CCOc1ccc(CN(C)CC(=O)Nc2ccc(N3CCOCC3)cc2)cc1OC	0	-3.7%
29	CC(C)(C)OC(=O)[C@H](Cc1ccccc1)NC(=O)c1[nH]cnc1C(=O)Nc1cccc(Cl)c1	-14	5.3%
30	COc1c(F)cc2[nH]c3c(c2c1F)CCNC3=O	/	-3.9%
31	CCN(CC)C(=O)C(=O)N/N=C/c1ccc(F)cc1	-6	1.6%
32	COc1ccccc1-n1c(C)nc2cc(C(=O)NCCN3CCOCC3)ccc21	-4	-9.0%
33	Cc1ccc(NC(=S)NC(=O)c2ccc(Br)o2)c(C)c1	-2	-5.8%
34	Cc1oc2c(CN3CCOCC3)c(O)ccc2c(=O)c1-c1ccccc1	66*	-2.5%
35	COc1ccccc1NC(=O)c1ccc(NS(=O)(=O)c2ccc(F)c(F)c2F)cc1	-11	2.2%
36	COc1ccccc1OCC(=O)N1CCN(Cc2ccc3c(c2)OCO3)CC1	8	-3.6%
37	COc1cccc(NC(=S)N(CCCN2CCOCC2)C(C)c2cc3ccccc3o2)c1 (stereo not given)	-4	-1.6%
38	COc1cccc(OC)c1C(=O)NC(=S)Nc1ccc2c(c1)C(=O)N(C)C2=O	1	1.9%
39	Cc1ccc(-c2cc(-c3ccco3)c3c(N)c(C(=O)NN)oc3n2)cc1	10	7.1%
40	Cc1ccc(C(O)(C(=O)NNS(=O)(=O)c2ccc(C)cc2)c2ccc(C)cc2)cc1	/	-1.4%
41	Cc1ccc(C)c(S(=O)(=O)N/N=C/c2cccnc2)c1	-13	3.6%
42	CCN(CC)C(=O)CC(c1ccc(N(C)C)cc1)c1c(O)cc(OC)cc1OC (stereo not given)	-15	4.8%
43	COc1cc(C)ccc1S(=O)(=O)N1CCN(C23CC4CC(CC(C4)C2)C3)CC1	5	2.8%
44	CCC(NC(=O)/C(=C\c1ccc2c(c1)OCO2)NC(C)=O)C(=O)O (stereo not given)	3	2.2%
45	Cc1ccc(C)c(S(=O)(=O)Nc2ccccc2C(=O)Nc2ccc(S(=O)(=O)Nc3ncccn3)cc2)c1	-16	4.0%
46	Fc1ccc(C(c2nnnn2C2CCCC2)N(Cc2ccco2)CC2CCCO2)cc1 (stereo not given)	/	0.8%
47	Cc1cccc2cc(CN(Cc3ccc(F)cc3)C(=O)C(F)(F)F)c3nnnn3c12	/	7.2%
48	COCCn1c(C)cc(C(=O)COC(=O)c2ccc(NC(=O)CC#N)cc2)c1C	2	0.9%

A second format for part of the listing above.
27: COc1ccc(NC(=O)c2coc3ccccc23)cc1OC
- Mtb RmlCD inh = /
- GlmU inhibition = -5.8%

28: CCOc1ccc(CN(C)CC(=O)Nc2ccc(N3CCOCC3)cc2)cc1OC
- Mtb RmlCD inh = 0
- GlmU inhibition = -3.7%

29: CC(C)(C)OC(=O)[C@H](Cc1ccccc1)NC(=O)c1[nH]cnc1C(=O)Nc1cccc(Cl)c1
- Mtb RmlCD inh = -14
- GlmU inhibition = 5.3%

30: COc1c(F)cc2[nH]c3c(c2c1F)CCNC3=O
- Mtb RmlCD inh = /
- GlmU inhibition = -3.9%

The list goes on.
#	compound	Mtb RmlCD inh	GlmU inhibition
49	CSCCC1NC(=O)N(CC(=O)Nc2c(Cl)cc(Cl)cc2Cl)C1=O (stereo not given)	5	1.8%
50	O=C(Nc1ccccc1)N1CCc2ccccc21	/	-2.6%
51	CC(=O)c1cccc(CN2CCN(C(C)C)C(CCO)C2)c1 (stereo not given)	/	-2.5%
52	O=C1N(O)C2(C=CCCC2)/C(=N\O)C12CCCCC2 (stereo not given)	1	-3.2%
53	CC(C)C[C@H](NC(=O)c1[nH]cnc1C(=O)Nc1ccc(CNC(=O)OC(C)(C)C)cc1)C(=O)OC(C)(C)C	-9	7.2%
54	COc1ccc(N2CCN(C(=O)c3cccc(Br)c3)CC2)c([N+](=O)[O-])c1	18	-4.5%
55	Cn1c2ccccc2n2c(=O)c(=O)n(CC(=O)c3ccc(F)cc3)nc12	/	0.0%
56	CCCC(C)NCC(=O)Nc1ccccc1-c1ccccc1 (stereo not given)	/	2.7%
57	O=C(Oc1ccc([N+](=O)[O-])cc1)c1cc(-c2ccccc2)nc2ccccc12	24	0.3%
58	Clc1ccc(/C(Cc2nc3ccccc3[nH]2)=N\Nc2ccccc2)cc1	/	-6.5%
59	COCCNC(=O)CN(c1ccccc1OC)S(C)(=O)=O	/	6.2%
60	CC(=O)C1C(=O)NC23CCCCC2C1c1ccccc1O3 (stereo not given)	1	-3.0%
61	COc1ccc(CNCc2c(C(=O)N(C)C)nc3ccc(Cl)cn23)c(OC)c1	-8	4.1%
62	O=C(CSc1n[nH]c(-c2cccnc2)n1)Nc1ccccc1	5	-4.8%
63	O=P(CCNCc1ccco1)(c1ccccc1)c1ccccc1	-13	3.5%
64	Cn1c(CCC(=O)Nc2ccccc2F)nnc1SCC(=O)Nc1ccccc1Cl	-1	-1.6%
65	O=C(/C=C/c1ccccc1)c1ccoc1	2	-0.1%
66	Oc1ccc(-c2csc(NCc3ccco3)n2)cc1	-9	-1.8%
67	CC(O)[C@H]1CNC(=O)C(=O)N1CCCCC1CCCCC1 (stereo not given in full)	-8	6.4%
68	Cc1ccc(C(=O)N/N=C2\CCSC2)cc1[N+](=O)[O-]	0	0.7%
69	Cc1ccccc1C(=O)N1CCc2cc(-c3nc(NC(=O)Cc4ccc5c(c4)OCO5)sc3C)ccc21	-13	1.1%
70	NC(=Nc1ccc(Cl)cc1)c1ccccc1	5	1.9%
71	COc1cccc(NC(=O)NCc2c(-c3ccccc3)noc2C)c1	/	-3.2%
72	O=C(Cc1c(C(=O)O)[nH]c2ccccc12)NC1CCCC1	7	-3.0%
73	CC(C)(C)c1ccc(/C=N/n2cnnc2)cc1	-8	1.2%
74	CC(C)NC(=S)Nc1ccc2[nH]c(=O)[nH]c2c1	/	2.5%
75	CC(C)n1nc(C(=O)NCCc2ccc(S(N)(=O)=O)cc2)c2ccccc2c1=O	/	1.0%
76	O=C(CCc1nc2ccccc2c(=O)[nH]1)OCc1ccccc1F	9	5.2%
77	NS(=O)(=O)c1ccc(NC(=O)C2COc3ccccc3O2)cc1 (stereo not given)	5	2.6%
78	Cc1occc1-c1nnc(SCC(=O)c2cc3ccccc3oc2=O)o1	/	-4.0%
79	CC1=Nc2ccccc2N=C(NC(=O)CSC(=S)N2CCCCC2)C1c1ccccc1 (stereo not given)	0	-0.9%
80	CCSc1nnc(C(N)Cc2ccccc2)o1 (stereo not given)	/	-1.0%
81	COc1ccccc1CNC(=O)c1n[nH]c2ccccc12	-8	-0.9%
82	COc1ccc(C2=CC(=O)CCC2)cc1	/	-3.5%
83	CC1(C)C(N(O)C(=O)Nc2ccccc2)N(c2cccc(Cl)c2)C(=O)N1O (stereo not given)	3	4.2%
84	CCN(CC)C(=O)Cc1c(O)c2ccccc2[nH]c1=O	3	1.2%
85	Clc1cccc(-c2ccc(/C=N/n3cnnc3)o2)c1	-10	-1.5%
86	COc1cccc(C2CC(c3ccc(Br)cc3)=NN2C(=O)c2ccncc2)c1OC (stereo not given)	2	0.8%
87	CC(C)CNC(=S)NC(=O)c1ccc(Cl)cc1	-4	6.9%
88	CC1=C(C(=O)Nc2ccccc2)C(c2ccc(C(C)C)cc2)N2C(=O)CSC2=N1 (stereo not given)	/	2.8%
89	O=C(CCc1nc2ccccc2c(=O)[nH]1)Nc1ccc(F)cc1	-8	6.8%
90	Cc1cc(C(=O)CN2C(=O)c3cccc(N)c3C2=O)c(C)n1Cc1cccs1	5	1.4%
91	Cc1nn(CC(=O)NC2C(=O)N3C(C(=O)O)=C(CSc4nnnn4C)CSC23)cc1Br (stereo not given)	/	-5.3%
92	CC(C)Cn1c(=O)c2c(nc3n2CCCN3CCc2ccccc2)n(C)c1=O	/	-2.9%
93	CC(C)(C)NC(=O)c1nc2nc(-c3ccccc3)cc(C(F)(F)F)n2n1	2	8.0%
94	C=CCOc1ccc(C=Nc2ccc(Cl)cc2)c(O)c1	-7	0.2%
95	O=c1cc(-c2ccccc2)[nH]n1-c1nc2ccccc2[nH]1	8	-1.5%
96	O=C(CN1CC[C@@]2(O)CCCC[C@H]2[C@@H]1c1ccc(F)cc1)NCc1ccco1	-9	0.4%

Complete entries, looked up by structure:
Listed for CC(C)CNC(=S)NC(=O)c1ccc(Cl)cc1 = Mtb RmlCD inh: -4; GlmU inhibition: 6.9%
Listed for Cc1cc(C(=O)CN2C(=O)c3cccc(N)c3C2=O)c(C)n1Cc1cccs1 = Mtb RmlCD inh: 5; GlmU inhibition: 1.4%

The results go on.
#	compound	Mtb RmlCD inh	GlmU inhibition
97	CCC(=O)N1CC2(CC(c3cccc([N+](=O)[O-])c3)=NO2)C[C@H]1C(=O)NCC(N)=O (stereo not given in full)	-8	1.7%
98	COc1cc(C(=O)N[C@H](C(=O)Nc2nnc(C3CC3)s2)C(C)C)cc(OC)c1OC	-2	/
99	C=CCc1ccc(OCCCCOc2ccc(C(=O)O)cc2)c(OC)c1	-8	-3.4%
100	O=C(NNc1nc2ccccc2s1)C1CC1	4	2.9%
101	O=C1CCCN1C(=O)c1cncc(Br)c1	-4	-1.1%
102	CCOC(=O)/C(C#N)=C1/SC(CC)C(=O)N1c1ccc(C)cc1 (stereo not given)	5	0.9%
103	OC(c1cccnc1)c1cccs1 (stereo not given)	/	-0.1%
104	Cc1ccc(C(=O)C[n+]2ccc3ccccc3c2)cc1	-8	-0.6%
105	S=c1[nH]nc(Cn2nnc3ccccc32)n1-c1ccccc1	/	-2.0%
106	C/C(=N\OCC(=O)N/N=C/c1ccc(C)cc1O)c1cccs1	-5	2.6%
107	O=C(O)CCC(NC(=O)C(Cc1ccc2c(c1)OCO2)NC(=O)c1ccccc1)C(=O)O (stereo not given)	/	2.7%
108	O=C(NCCc1c[nH]c2ccccc12)c1cc2sccc2n1Cc1ccccc1	3	2.2%
109	Cc1cc(C(=O)COC(=O)C2CC2)c(C)n1-c1ccc(F)cc1	-7	1.2%
110	O=C(CCl)NCc1cc(-c2ccc(Cl)cc2)no1	-10	-3.0%
111	COc1ccc(OCC(=O)OCC(=O)NCc2ccc(F)cc2)cc1	27	-8.6%
112	CC(=O)N1CCN(c2ccc(NCc3ccc4c(c3)OCO4)cc2)CC1	10	1.5%
113	C=CCC(=O)N1CCCC(CCC(=O)NCc2ccccc2F)C1 (stereo not given)	/	2.5%
114	Cc1cc(C)cc(Nc2cnn(C34CC5CC(CC(CC(=O)O)(C5)C3)C4)c(=O)c2Cl)c1	-10	-3.9%

The list is partial; count on the stated rates, not on these rows.
